Screening results (PubChem BioAssay)
TrxR1 substrate – rat thioredoxin reductase 1 substrate activity | O89049 | purified TrxR1 substrate turnover, NADPH consumption readout | Potency, µM (titrated, usually from 114 µM), for inactives: at the top dose activity change, negative = substrate turnover | hit rate 0.01% among 390,000; also: potency is read from the fitted curve at half-maximal effect; % is scaled to controls: 0 for no effect and ±100 for the full control effect; nearly all actives have a fitted effect of over 50% in size
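Rat TrxR1, dispensed at 90 nM, was prereduced with 400 uM NADPH (final) for 5 min at ~22 deg C, then incubated with compound 15 min before 400 uM selenite. A first-read NADPH fluorescence drop versus no-compound background flagged substrates.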
PI4K2A block – inhibitors of human PI4K2A. activity change, negative = inhibition, % at 76.9 µM. hit rate 0.13% among 420,000. Q9BTU6. purified PI4K2A, ADP-Glo luminescence, 1 h; stronger effect = lower value; in the data active = activity change below about -50%; inconclusive = mostly about -30% to -49%;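 also: -100% = wells without enzyme as full effect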
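Compounds are screened against recombinant PI4K2A using PI as substrate and ATP, the latter dispensed at 300 microM. Reactions run one hour at ambient temperature before ADP-Glo detection; full inhibition defined by wells lacking enzyme.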
USP1 inh – blocks the human USP1/UAF1 deubiquitinase complex. hit rate 0.23% among 390,000. recombinant USP1/UAF1, Ub-Rhodamine cleavage fluorescence. O94782. AID 743255. Potency, µM (highest dose often 57.1 µM), for the others: top-dose activity change, negative = inhibition, most hits filed as inhibitors; also: potency is read from the fitted curve at half-maximal effect; % is scaled to controls: 0 for no effect and ±100 for the full control effect; nearly all actives have a fitted effect of over 60% in size; inactives centre near -12
Target sequence (O94782 whole entry, looked up): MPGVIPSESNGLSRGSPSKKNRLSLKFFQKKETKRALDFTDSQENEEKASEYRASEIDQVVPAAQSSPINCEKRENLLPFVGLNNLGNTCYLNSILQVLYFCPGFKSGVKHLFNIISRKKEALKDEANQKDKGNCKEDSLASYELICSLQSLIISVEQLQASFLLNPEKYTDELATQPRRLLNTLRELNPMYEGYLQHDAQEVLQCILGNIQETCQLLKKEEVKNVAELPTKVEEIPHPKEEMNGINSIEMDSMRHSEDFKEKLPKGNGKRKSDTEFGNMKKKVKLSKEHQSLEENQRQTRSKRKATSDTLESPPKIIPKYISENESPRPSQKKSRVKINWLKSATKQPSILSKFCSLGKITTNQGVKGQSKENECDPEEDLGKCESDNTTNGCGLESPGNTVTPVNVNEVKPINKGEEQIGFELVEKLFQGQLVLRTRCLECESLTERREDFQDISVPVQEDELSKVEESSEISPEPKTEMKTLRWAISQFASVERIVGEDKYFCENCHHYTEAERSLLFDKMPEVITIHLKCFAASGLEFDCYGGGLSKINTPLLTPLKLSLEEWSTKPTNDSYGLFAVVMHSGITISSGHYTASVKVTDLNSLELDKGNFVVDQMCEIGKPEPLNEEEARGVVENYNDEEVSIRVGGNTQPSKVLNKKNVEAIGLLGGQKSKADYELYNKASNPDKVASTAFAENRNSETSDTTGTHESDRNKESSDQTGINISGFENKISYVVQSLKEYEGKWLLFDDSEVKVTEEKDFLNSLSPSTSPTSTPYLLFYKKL
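USP1/UAF1 complex (1 nM) preincubated 15 min at room temperature with compound, then Ub-Rho substrate (150 nM final) added. Kinetic fluorescence at 480/540 nm over 6 reads at 60 s intervals; 50 mM HEPES pH 7.8, 0.5 mM EDTA, 0.1 mg/ml BSA, 1 mM TCEP, 0.01% Tween-20.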
TRHR enhancer – allosterically enhances the human TRH receptor; P34981; TRHR cells, fluo-8 calcium fluorescence, EC20 TRH enhancement; enhancement, % at 2 µM; hit rate 0.66% among 360,000; AID 493056; in the data active = enhancement above about 30%; also: 0% is about no effect
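Enhancer read-out: after compound pinning and an initial kinetic agonist-mode read, an EC20 of TRH (10 nM final) was injected and fluo-8 calcium signal (Ex 480/Em 530) followed at 1 s/cycle for 100 cycles in TRHR-expressing cells.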
D2 agonist – D2 dopamine receptor (human) agonism; HEK293 T-REx D2 cells, calcium flux agonist mode; activation, % at 2 µM; hit rate 0.53% among 340,000;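 active = activation over 3 SD above normal in the single-dose calcium agonist read, cut at about 30% in these data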; also: 0% is about no effect
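Agonism is scored from calcium flux in a force-coupled, inducible HEK293 cell line expressing D2, read kinetically for 180 s after compound addition against dopamine controls.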
D2 antag – D2 dopamine receptor (human) antagonism; HEK293 TREx D2 cells, calcium flux, dopamine EC80; hit rate 2% among 340,000; inhibition, % at 10 µM; AID 485344; in the data active = inhibition above about 30%; also: 0% is about no effect
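In this primary screen, negative modulation is detected by tracking calcium flux after an EC80 dopamine challenge in inducible HEK293 T-REx D2 cells preexposed to test compound for 180 s.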
TRHR agonist – TRH receptor (human) agonism. activation, % at 2 µM. AID 493084. TRHR cells, calcium flux fluo-8, FDSS agonist mode. hit rate 0.18% among 360,000. P34981; in the data active = activation above about 30%; also: 0% is about no effect
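TRHR-expressing cells, plated overnight in medium with 10% serum, were loaded with fluo-8 calcium dye at room temperature. After a 10 s baseline, library compound was pin-added and calcium release was recorded kinetically (ex 480/em 530) as agonist response.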
TrxR1 inh – rat TrxR1 inhibition. O89049. recombinant rTrxR1, NADPH fluorescence consumption, selenite substrate. Potency, µM (top dose mostly 114 µM), for the others: top-dose activity change, negative = inhibition, hits mostly inhibitors. hit rate 1% among 390,000; also: potency is read from the fitted curve at half-maximal effect; % is scaled to controls: 0 for no effect and ±100 for the full control effect; nearly all actives have a fitted effect of over 65% in size
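Rat TrxR1 (90 nM in the dispensed reagent) was pre-reduced with 400 uM NADPH for 5 min at room temperature, then incubated with compound for 15 min. After 400 uM selenite was added, NADPH fluorescence (Ex 340/Em 450 nm) was followed for 8 min.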
IDH1 R132H inh – inhibitors of human mutant IDH1 R132H | hit rate 0.093% among 390,000 | IDH1-R132H enzyme, NADPH consumption, diaphorase/resazurin fluorescence | Potency, µM (top dose mostly 76.6 µM), inactives show top-dose activity change, negative = inhibition, most hits filed as inhibitors | AID 602179; also: potency is read from the fitted curve at half-maximal effect; % is scaled to controls: 0 for no effect and ±100 for the full control effect; nearly all actives have a fitted effect of over 65% in size
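IDH1-R132H (0.5 ug/mL) preincubated 30 min with compound, then NADPH (0.016 mM) and alpha-KG (2 mM) added; 80 min at RT, pH 7.5. Remaining NADPH coupled via diaphorase/resazurin to fluorescence (540/590 nm); concentration-response curves normalized to no-enzyme control.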
The depositor's hits bear a star; ? = inconclusive; nt = not tested or not shown; & = joins results of further samples; [ ] = dose if it differs, or a comment. Unless noted, calls follow the shape of the dose curve; as a rule, active = well fitted inhibition curve with a large enough effect; inconclusive = small, poorly fitted or top-dose-only effect; inactive = no such curve, though single readings can be large or run the other way.

Values run as follows: TrxR1 substrate	PI4K2A block	USP1 inh	TRHR enhancer	D2 agonist	D2 antag	TRHR agonist	TrxR1 inh	IDH1 R132H inh
CC(C)CCNC(=O)C(C)N(C(=O)c1snc(C(N)=O)c1N)c1cnc2ccccc2c1 (configuration not stated)
    5.1%[57.1 µM]	1.2	?	6.1	-1.9	10.0	-1.4	6.1%[57.1 µM]	-7.6%
Cc1ccccc1NC(=O)Cn1nnc(C(=O)NCc2cccs2)c1N
    2.8%	2.2	-23.3%	3.2	0.4	nt	0.0	11.0%	10.2%
CC1(C(=O)N2CCN(C(=O)c3ccco3)CC2)CC1(Br)Br (configuration not stated)
    0.3%	1.2	-23.4%	19.5	-0.2	12.9	-1.1	-0.4%	10.7%
CN1C(=O)C(c2nnc(Nc3cccc4ccccc34)s2)C2CC1(C)Oc1ccccc12 (configuration not stated)
    0.9%	0.0	-10.5%	14.8	2.3	-12.6	-0.9	13.0%	0.8%
C/C=C\C(=O)Nc1cccc(C2=NOC3(C2)C[C@@H](C(N)=O)N(C(=O)CC(c2ccccc2)c2ccccc2)C3)c1 (some centres not stated)
    1.9%	-0.5	-30.6%	-13.6	-0.3	12.4	-0.2	27.1%	-8.2%
O=C(Nc1nnc(SCc2cccnc2)s1)C1CC(=O)N(c2ccc(F)cc2)C1 (configuration not stated)
    0.5%	-9.1	-9.5%	-0.4	0.4	1.5	0.3	-10.6%	2.4%
Cc1cccc(N2CC(C(=O)OCc3ccc([N+](=O)[O-])cc3)CC2=O)c1 (configuration not stated)
    7.1%[57.1 µM]	1.9	-9.9%	-5.2	0.1	6.7	-0.5	22.1%[57.1 µM]	5.7%
Cc1ccc(-c2nc3ncccn3c2NC2CCCC2)o1
    -0.4%	5.5	-18.9%	2.6	0.6	-6.1	-0.2	-22.3%	2.4%
CCC(Oc1ccccc1)C(=O)N(C)CC(=O)N(CC(C)C)c1c(N)n(CC(C)C)c(=O)[nH]c1=O (configuration not stated)
    -6.1%	-1.1	0.1%	1.7	-0.3	-2.5	-1.9	-0.5%	7.2%
Cc1ccc(-c2nc3sc(CCNC(=O)c4ccc(F)c(F)c4)c(C)n3n2)cc1
    -5.0%[57.1 µM]	2.7	-12.9%	-1.1	0.3	nt	-0.2	9.6%[57.1 µM]	10.8%
O=C(CCN1CCOCC1)Nc1ccc(Cl)cc1
    2.1%	-2.5	-10.4%	-6.0	-1.3	-10.4	0.1	32.9%	-8.8%
CN(C(=O)c1ccc2c(c1)CCN2S(C)(=O)=O)c1ccccc1
    -6.1%[57.1 µM]	-8.8	-15.2%	-8.3	0.6	-5.0	0.1	-6.6%[57.1 µM]	-3.6%
O=C(NC1CCCC1)C(c1ccccc1)N(Cc1ccccc1)C(=O)c1csnn1 (configuration not stated)
    0.6%	-6.7	-5.5%	-2.6	0.2	11.4	-0.7	5.6%	0.0%
CC(=O)c1ccc(OC(=O)N2CCOCC2)cc1
    -7.0%[57.1 µM]	-2.2	-17.8%	3.8	0.6	-9.6	0.7	0.7%[57.1 µM]	1.2%
O=C(Nc1cccc(S(=O)(=O)N2CCCCCC2)c1)C1CCN(C(=O)c2ccc(F)cc2)CC1
    0.6%	3.3	-18.6%	-3.2	nt	nt	0.7	14.2%	-1.7%
CCc1ccc(NC(=O)COC(=O)CCc2nc3cc(S(=O)(=O)N(CC)CC)ccc3n2C)cc1
    -7.7%	5.5	-20.7%	15.0	0.0	7.8	-0.6	-1.0%	2.9%
CC(C)c1nn2c(=O)cc(COC(=O)c3cccs3)nc2s1
    4.7%[57.1 µM]	-7.4	-25.7%	1.2	0.0	nt	0.6	29.4%[57.1 µM]	17.5%
CCOc1ncccc1C(=O)OCC(=O)NCc1ccccc1
    5.2%	-0.3	?	nt	nt	nt	nt	11.6%	-2.7%
Cc1nc2c(c3c1[nH]c1ccccc13)C(O)CC(C)(C)C2 (configuration not stated)
    310.9%[activator]	3.0	-2.0%	-3.9	0.1	2.4	0.0	-10.7%	4.0%
COc1cc(OC)cc(C(=O)NC(=S)Nc2ccc3c4c(cccc24)CC3)c1
    -9.1%[57.1 µM]	4.9	-12.0%	1.7	-0.4	1.6	0.0	-3.8%[57.1 µM]	9.1%
Cc1ccccc1NCC(=O)N/N=C/c1c(C)c(C(=O)c2ccc(Cl)cc2)n2ccccc12
    -8.5%	6.2	-21.1%	2.1	1.8	32.0*	2.0	-9.2%	0.0%
COc1ccc(N2CCN(C(=O)c3cn(C4CCCCC4)c(=O)c4c3c3ccccc3n4C)CC2)cc1
    -2.5%	-1.0	-36.3%	6.8	1.9	nt	2.7	12.4%	-3.0%
OCC[C@H]1C[C@H](O)[C@@H](O)[C@@]2(OCc3ccccc32)O1
    8.9%[57.1 µM]	-1.5	-6.1%	4.2	0.2	-8.9	-0.5	3.4%[57.1 µM]	-5.5%
CCNc1nc(NC(C)C)nc(N(C#N)C(C)C(=O)N(C)C)n1 (configuration not stated)
    0.5%	-5.1	-0.7%	7.7	0.0	-1.5	0.2	9.9%	-7.4%
COc1ccc(-c2ccc(=O)n(CC(=O)NCCc3ccccc3)n2)cc1
    -7.7%[57.1 µM]	-1.2	-28.2%	0.8	0.1	nt	-0.5	0.0%[57.1 µM]	-3.4%
Cc1nc(SCC(=O)NC2CCS(=O)(=O)C2)c2c(C)c(C)sc2n1 (configuration not stated)
    -3.0%	5.5	-22.4%	-12.8	0.4	3.3	-0.1	3.1%	15.9%
CC(C)(C)OC(=O)N1CCC(Cc2cc(-c3cccnc3)no2)(C(=O)O)CC1
    -8.6%	5.6	-11.7%	3.6	-0.5	-25.5	0.3	-20.6%	14.1%
CN(C(=O)CCNC(=O)Cn1cnc2ccccc2c1=O)c1ccccc1F
    -0.5%&-9.4%	1.2&2.1	?	0.1&25.5	-0.2&1.2	10.0	0.2&-0.5	8.6%&-9.3%	0.0%&0.0%
CCOc1ccc(CN2CCN(S(=O)(=O)c3ccc(NC(C)=O)cc3)CC2)cc1
    7.2%	-1.2	-25.0%	-3.0	3.2	20.1	-0.4	8.3%[57.1 µM]	-1.4%
CCC1(C)Cc2ccccc2C(Nc2c(C)n(C)n(-c3ccccc3)c2=O)=N1 (configuration not stated)
    -0.7%	5.2	-14.0%	-3.5	-1.4	-6.5	0.0	8.1%	-1.1%
Cc1ccccc1C(=O)N1CCC(C(=O)NCc2ccc(Cl)cc2)CC1
    -3.7%	3.6	-12.0%	3.1	nt	nt	-0.6	1.1%	-6.5%
COc1ccc(N(CC(=O)Nc2cc(C)ccc2C)S(=O)(=O)c2ccccc2[N+](=O)[O-])c(OC)c1
    -4.9%	2.3	-4.0%	-14.4	1.8	0.5	0.9	11.2%[57.1 µM]	-6.8%
C=CCNC(=S)NNc1nc(Nc2ccccc2)nc(N2CCCCC2)n1
    -1.1%[57.1 µM]	18.8	-3.7%	3.8	-0.5	3.1	-0.3	16.0%[57.1 µM]	-1.0%
O=c1oc2cc(OCc3c(F)cccc3Cl)ccc2cc1-c1ccccn1
    251.8%[activator]	-6.7	-17.8%	4.2	-0.1	9.6	0.2	-15.9%	1.4%
CSCCC(NC(=O)c1cc(S(=O)(=O)N2CCOCC2)ccc1F)c1nc2ccccc2[nH]1 (configuration not stated)
    -17.9%	1.1	0.9%	-1.7	0.2	14.5	-0.4	-6.0%	1.2%
CC(Sc1nc2cc([N+](=O)[O-])ccc2n1-c1cccc(C(F)(F)F)c1)C(=O)NC(N)=O (configuration not stated)
    -1.4%[57.1 µM]	-0.7	-20.3%	0.6	nt	nt	0.1	16.1%	-0.6%
CCn1c(SCC(=O)Nc2ccc(N3CCOCC3)cc2)nnc1-c1ccco1
    -6.3%	-5.4	-8.5%	-5.8	15.6	5.2	0.1	-13.0%	9.8%
CCn1c(SCC(=O)NC2CC2)nnc1-c1ccccn1
    2.5%	-2.0	-25.1%	0.9	-1.2	1.1	0.2	2.6%	-11.0%
O=C(Cc1ccc(Br)cc1)NC1CCCc2ccccc21 (configuration not stated)
    3.8%	-0.3	?	-5.7	-0.8	23.7	-1.0	2.1%	4.1%
COc1ccc(N2CCN(C(=O)c3ccc(CSc4ccccc4)cc3)CC2)cc1
    -7.5%	-4.0	-10.6%	3.4	0.3	-9.3	0.5	4.2%	6.7%
CC(=O)NC12CC3CC(C1)CC(C(=O)N1CCN(S(=O)(=O)c4ccc(C(C)C)cc4)CC1)(C3)C2
    5.6%	0.6	-13.6%	4.1	0.3	9.2	-0.4	10.2%	1.3%
O=C(COC(=O)c1cc(=O)[nH]c(=O)[nH]1)Nc1cccc(S(=O)(=O)N2CCOCC2)c1
    6.6%[57.1 µM]	-1.4	-14.7%	8.3	-2.9	-18.6	0.1	4.4%[57.1 µM]	9.2%
Cc1ccc(OCC(=O)Nc2ccccc2C(N)=O)cc1
    0.2%	-1.9	1.2%	-3.7	0.1	-0.9	-0.3	19.8%	-11.6%
O=C(CCS(=O)(=O)c1cccc2nsnc12)N1CCN(c2ccccc2F)CC1
    18.3%[57.1 µM]	0.6	-15.1%	-3.6	1.1	-8.0	-0.2	-7.0%[57.1 µM]	2.8%

Ordered by value in PI4K2A block (largest number first): 3 of the compounds above.
SMILES | TrxR1 substrate | PI4K2A block | USP1 inh | TRHR enhancer | D2 antag | TRHR agonist | TrxR1 inh
Cc1ccccc1C(=O)N1CCC(C(=O)NCc2ccc(Cl)cc2)CC1 | -3.7% | 3.6 | -12.0% | 3.1 | nt | -0.6 | 1.1%
CC(=O)NC12CC3CC(C1)CC(C(=O)N1CCN(S(=O)(=O)c4ccc(C(C)C)cc4)CC1)(C3)C2 | 5.6% | 0.6 | -13.6% | 4.1 | 9.2 | -0.4 | 10.2%
CCn1c(SCC(=O)NC2CC2)nnc1-c1ccccn1 | 2.5% | -2.0 | -25.1% | 0.9 | 1.1 | 0.2 | 2.6%
